# Bioassay records as filed in PubChem BioAssay.
# GSTO1 counter: blocks human GSTO1 in RBBP9 counter-screen; 300,000 compounds, 1.1% hits; AID 1974; recombinant GSTO1, activity-based probe fluorescence polarization; inhibition, % at 5.96 µM;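 active = inhibition above the campaign mean inhibition plus 3 SD, cut at about 35% in these data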;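 note: 0% = GSTO1-1 with DMSO and 100% = wells lacking GSTO1-1 enzyme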
# TPT1 inh: blocks Candida albicans tRNA 2'-phosphotransferase; recombinant caTPT1, FP RNA substrate dephosphorylation; inhibition, % at 5 µM; 300,000 compounds, 0.81% hits; AID 1962;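 active = inhibition above the mean of all tested compounds plus 3 SD, set per screening campaign, cut at about 24% in these data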;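 note: plate controls were DMSO alone for no effect and ferristatin control at 100 nM for full effect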
# Fam108B counter: Fam108B inhibition, counter-screen for RBBP9 inhibitors; recombinant Fam108B, FP-Rh probe fluorescence polarization; inhibition, % at 9.51 µM; 300,000 compounds, 0.33% hits; AID 1947;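 active = inhibition above the screen mean inhibition plus 3 SD, computed separately per campaign, cut at about 18% in these data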;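 note: inhibitors lower polarization as less probe binds the enzyme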
# GLD-1 TGE inh: GLD-1-TGE RNA interaction inhibition (C. elegans) | 320,000 compounds, 0.44% hits | Q17339 | inhibition, % at 5.96 µM | AID 2280 | purified GLD-1 + fluorescein TGE RNA, fluorescence polarization;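 active = percent inhibition above a per-plate cutoff, the plate mean of test compounds plus 3 SD, cut at about 30% in these data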;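 note: 0% = DMSO wells with GLD-1 and probe and 100% = wells lacking GLD-1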
# Target sequence (Q17339 whole entry, looked up): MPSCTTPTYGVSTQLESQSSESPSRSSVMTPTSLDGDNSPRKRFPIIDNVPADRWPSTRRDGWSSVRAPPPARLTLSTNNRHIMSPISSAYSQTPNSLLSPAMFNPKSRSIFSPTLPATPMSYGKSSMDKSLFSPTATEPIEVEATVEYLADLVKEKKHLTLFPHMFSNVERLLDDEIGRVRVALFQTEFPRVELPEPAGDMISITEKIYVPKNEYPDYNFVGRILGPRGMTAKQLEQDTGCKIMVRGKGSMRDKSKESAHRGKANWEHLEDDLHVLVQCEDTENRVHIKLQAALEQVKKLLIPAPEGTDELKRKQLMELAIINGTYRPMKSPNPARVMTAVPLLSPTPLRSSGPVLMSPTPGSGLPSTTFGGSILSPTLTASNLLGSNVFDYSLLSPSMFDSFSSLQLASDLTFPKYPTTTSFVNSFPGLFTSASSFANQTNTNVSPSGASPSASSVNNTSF
# PME-1 inh: blocks human protein phosphatase methylesterase 1. inhibition, % at 5.9 µM. 320,000 compounds, 0.53% hits. recombinant PME-1, FP-Rh probe fluorescence polarization. AID 2130;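 active = inhibition above the campaign mean of all compounds plus 3 SD, cut at about 26% in these data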;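 note: competitive labeling of PME-1 active site by serine hydrolase directed probe; 0% = PME-1 with DMSO and 100% = wells lacking PME-1 enzyme; inhibitors block probe labeling so polarization falls and inhibition rises; many of its hits are not listed in these tables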
# MEX-5 binding: C. elegans MEX-5 TCR-2 RNA binding activity; Q9XUB2; MEX-5/FITC-TCR2 RNA binding, fluorescence polarization; hits give low values; activity score (negative = inhibition of binding), % at 10 µM; 300,000 compounds, 0.38% hits; AID 1832;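 active = inhibition past about -25% in most replicates, and total fluorescence under double the plate's negative control median, limit read from the data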;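 note: 0% = DMSO and -100% = 5 µM competing unlabeled TCR2 RNA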
# Target sequence (Q9XUB2 whole entry, looked up): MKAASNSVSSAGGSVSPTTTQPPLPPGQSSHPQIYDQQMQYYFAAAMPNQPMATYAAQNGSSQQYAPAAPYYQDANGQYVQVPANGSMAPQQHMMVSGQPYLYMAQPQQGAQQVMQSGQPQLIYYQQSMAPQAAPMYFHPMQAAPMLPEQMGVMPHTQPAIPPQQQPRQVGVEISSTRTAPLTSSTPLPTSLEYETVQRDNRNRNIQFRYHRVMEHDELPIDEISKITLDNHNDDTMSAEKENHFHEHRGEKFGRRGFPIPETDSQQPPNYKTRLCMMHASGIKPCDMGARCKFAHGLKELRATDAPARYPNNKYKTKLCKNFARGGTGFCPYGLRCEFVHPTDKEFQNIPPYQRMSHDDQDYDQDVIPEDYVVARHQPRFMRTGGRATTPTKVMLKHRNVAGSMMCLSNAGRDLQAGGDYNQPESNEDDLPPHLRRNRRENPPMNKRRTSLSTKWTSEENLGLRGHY
# PAD4 FP inh: blocks human protein arginine deiminase 4; Q9UM07; recombinant PAD4, RCA probe fluorescence polarization; inhibition, % at 6.36 µM; 330,000 compounds, 0.41% hits;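 active = percent inhibition above a cutoff equal to the mean of all tested compounds plus 3 SD, cut at about 15% in these data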;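 note: 0% = PAD4 with RCA probe and DMSO and 100% = probe without PAD4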
# MCL1 BIM primary: inhibitors of human MCL1 binding to BIM-BH3 peptide; Q07820; GST-MCL1 / FITC-Bim-BH3 fluorescence polarization; inhibition, % at 10.9 µM; 320,000 compounds, 0.68% hits; AID 2057;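 active = inhibition above the mean inhibition of all tested compounds plus 3 SD, set per campaign, cut at about 40% in these data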;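 note: 0% = DMSO wells and 100% = unlabeled Bim-BH3 peptide control; higher means more loss of mP so more displacement of Bim peptide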
# BCLXL inh: Bcl-xL (human) inhibition; GST-Bcl-xL / FITC-Bim BH3 peptide fluorescence polarization; 320,000 compounds, 0.7% hits; inhibition, % at 10.9 µM;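 active = inhibition above the mean of all tested compounds plus 3 SD, cutoff set per campaign, cut at about 30% in these data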;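 note: 0% = DMSO wells and 100% = unlabeled Bim-BH3 peptide competitor; inhibitors lower millipolarization by displacing the labeled peptide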
# Numbers without * were called inactive; nt = not tested or not shown.
SMILES,GSTO1 counter,TPT1 inh,Fam108B counter,GLD-1 TGE inh,PME-1 inh,MEX-5 binding,PAD4 FP inh,MCL1 BIM primary,BCLXL inh
COc1ccc(C2C(C(C)=O)=C(O)C(=O)N2c2ccc(Br)cn2)cc1 (configuration not stated),-4,8,-2,-6,-3,-0.6,-5,1,0
CCN(CC)CCNC(=O)CCn1nc(-c2ccc(Cl)cc2)ccc1=O,4,-2,4,8,-2,1.1,1,3,8
CCC(C)NC(=O)C(CCSC)NC(=O)c1ccccc1 (configuration not stated),6,-6,-1,0,-5,2.1,1,4,6
CCOC(=O)C1=C(C)OC(N)=C(C#N)C1c1cc2ccccc2nc1N1CCCCC1 (configuration not stated),10,-8,-2,14,5,-15,-4,33,31*
Cc1c(C)c2c(OCC(=O)NC3CC3)cc3c(c2oc1=O)CCC(C)(C)O3,3,3,-6,3,-1,-2.4,0,-2,1
O=C(Cc1n[nH]c(=O)c2ccccc12)N1CCN(c2ccc(F)cc2)CC1,2,1,4,4,-2,-4.6,1,5,3
CCOC(=O)c1cn2cccnc2n1,-4,-3,3,12,4,0.5,3,8,8
COc1cccc(NC(=O)CCNS(=O)(=O)c2cccc3nsnc23)c1,-2,-3,4,0,-3,1.0,2,9,9
Cc1cc(C(=O)OCC(=O)c2c(N)n(C)c(=O)n(C)c2=O)c(C)o1,-2,-2,1,6,-3,0.9,-1,-7,3
O=C(c1c[nH]c(C(=O)C(Cl)(Cl)Cl)c1)c1ccccc1F,-6,-2,-1,0,5,1.1,1,5,7
CCCn1nc(C(=O)OCC(=O)Nc2cccc(S(N)(=O)=O)c2)c2ccccc2c1=O,-4,4,-3,4,-3,1.1,0,-4,-1
CCN(CC)S(=O)(=O)c1ccc(-c2nnc(SCC(=O)Nc3nc(C)cs3)o2)cc1,7,0,-4,-2,-5,-1.7,0,3,0
COc1cc2c(cc1OC)-c1cc(NC3CCCCCCC3)nc(=O)n1CC2,-2,2,-4,-9,-2,0.4,-4,6,11
CCOC(=O)C1=C(c2ccccc2)Nc2ncnn2C1c1cccc(OC)c1OC (configuration not stated),0,2,3,6,-5,-2.2,-3,-2,1
COc1ccc(N2CCN(C3CCCN(C(=O)CN4CCCCC4=O)C3)CC2)cc1 (configuration not stated),0,-2,4,-6,3,-1.4,-2,6,5
CCCN1CCN(C(=O)CN2C(=O)CC(C)(C)S(=O)(=O)c3ccccc32)CC1,2,-2,-1,-2,-1,-0.6,-2,6,9
CCOc1cccc(OCCOCCN(C)C)c1,8,-4,-6,1,-5,3.4,0,1,-1
CS(=O)(=O)N(CC(=O)Nc1cccnc1)c1ccc2c(c1)OCO2,-1,-2,3,4,-1,-0.6,-3,3,8
Cc1cc(C)cc(C(=O)NC(CC(N)=O)c2ccc(N3CCC(Br)CC3)c([N+](=O)[O-])c2)c1 (configuration not stated),5,3,2,2,-9,-2.7,4,-1,1
Cc1ccc(NC(=O)C(C)N2CCN(C)CC2)cc1S(=O)(=O)N1CCOCC1 (configuration not stated),nt,nt,nt,1,4,nt,5,-5,3
COc1cc2nc(CN(C)Cc3ccc(Cl)cc3)[nH]c(=O)c2cc1OC,-7,-6,-1,-5,2,-2.2,3,-1,1
O/N=C/c1ccccc1OCc1ccccc1Cl,2,-1,-6,6,-3,0.7,1,0,8
CCc1ccc(N2CC(C(=O)NCc3ccc4c(c3)OCO4)CC2=O)cc1 (configuration not stated),4,-1,-5,0,-5,0.1,-3,-1,-2
Cc1c(Cl)cccc1NC(=O)C1NC(=O)CC1c1ccccc1 (configuration not stated),2,-1,0,3,4,-0.1,-1,1,1
Cc1ccccc1N1CCN(C2CCCN(C(=O)CCN3CCCCO3)C2)CC1 (configuration not stated),9,2,-3,4,1,-0.4,-3,2,5
# Further structures
SMILES,GSTO1 counter,TPT1 inh,Fam108B counter,GLD-1 TGE inh,PME-1 inh,MEX-5 binding,PAD4 FP inh,MCL1 BIM primary,BCLXL inh
Cc1ccc(CN2CC(C(=O)Nc3ccc(S(=O)(=O)N4CCCCC4)cc3)CC2=O)cc1 (configuration not stated),-9,-5,-10,0,12,2.9,-12,-30,-17
CCOC(=O)CC(=O)CSc1ncnc2c1nnn2-c1ccc(OC)cc1,3,4,12,-4,-1,0.2,-2,6,4
OC1(C#CCN2CCCC2)CCCCC1,-2,-1,3,-3,5,0.6,-4,8,-4
CC(C)N(CCNC(=O)c1ccc(OCC2CCCO2)cc1)C(C)C (configuration not stated),4,-1,-2,3,5,-1.1,2,0,3
CC(CO)N1CCS(=O)(=O)CC1 (configuration not stated),2,-3,-2,6,1,1.2,-1,0,0
COc1ccc(C2SCC(=O)N2CCCN(C)C)cc1 (configuration not stated),2,-1,-3,-6,0,-1.3,-1,-3,0
CC(=O)Nc1cccc2c1C(=O)N(c1ccc(OC(C)=O)cc1)C2=O,5,-3,-2,8,0,-0.2,-1,16,14
O=C(O)c1cccc(N2C(=O)c3ccc(C(=O)c4cccc([N+](=O)[O-])c4)cc3C2=O)c1,6,1,-3,6,-1,-2.5,6,13,4
O=C(c1ccccc1Br)N1CCn2c1nc1ccccc12,12,-2,0,0,3,-0.8,2,5,6
COc1ccc(-c2cc3c(=O)n(CC(=O)NCCCc4ccccc4)ncn3n2)cc1,5,-1,-6,-1,6,0.2,1,4,2
OCC[C@H]1C[C@@H](O)[C@H](O)[C@]2(CCCO2)O1,13,-2,-2,4,-1,2.3,-2,3,4
O=C(CSc1nc2ccccc2c(=O)n1Cc1ccco1)NCCN1C(=O)CSC1=O,-2,3,4,4,-1,-2.1,-6,6,2
O=C(NCc1ccccc1C(F)(F)F)C1CC(c2cccc(F)c2)=NO1 (configuration not stated),-3,-3,-2,3,-5,2.3,-6,-1,2
CCc1c(-c2ccccc2)nc2sc3c(c2c1N)CCCC3,-1,0,0,-2,0,-1.7,0,2,2
COc1ccccc1-n1c(CNC(=O)COc2ccccc2)n[nH]c1=S,-2,-1,5,3,-1,0.1,-6,-4,-2
CC(=NCCCNC1CCCCC1)C1=C(O)CC(C)(C)CC1=O,-4,-2,-5,5,-2,-2.2,-1,6,3
COc1ccc(N2CCN(S(=O)(=O)c3cc4c5c(c3)C(C)C(=O)N5CCC4)CC2)cc1 (configuration not stated),8,1,2,5,6,-1.0,-1,3,1
CC(=O)N(C(C)=O)c1nc2nc(C)cc(C)n2n1,6,-1,0,8,-6,-0.9,1,0,-2
CCOC(=O)c1cc2ccccc2n1CCN(CC)CC,1,0,-2,-1,4,-2.0,-2,7,3
O=S(=O)(c1cccc(F)c1)N1CCCN(c2ccc(C(F)(F)F)cn2)CC1,-4,2,0,4,0,-1.9,1,-9,-6
COc1ccc(NC(=O)C2CCCN2C(=O)OC(C)(C)C)cc1 (configuration not stated),7,-1,0,9,-3,-2.9,-3,-6,-2
O=C(OCn1nnc2ccccc2c1=O)C1=COCCO1,1,-2,0,-1,-5,1.3,-2,1,3
COc1ccc(-c2nc(CSCC(=O)N3CCc4ccccc4C3)c(C)o2)cc1OC,6,-1,-1,9,-3,0.2,-5,4,6
CCOc1ccc(S(=O)(=O)Nc2ccccc2C(=O)NCc2ccco2)cc1,-25,0,1,2,-2,-2.5,-5,5,0
CC1CC(C)CN(CC(=O)NNC(=O)COc2ccc(Cl)cc2)C1 (configuration not stated),nt,nt,nt,5,2,nt,3,-4,0

# 2 entries drawn at random from the list so far, as already listed:
SMILES,GSTO1 counter,TPT1 inh,Fam108B counter,GLD-1 TGE inh,PME-1 inh,MEX-5 binding,PAD4 FP inh,MCL1 BIM primary,BCLXL inh
CCOC(=O)CC(=O)CSc1ncnc2c1nnn2-c1ccc(OC)cc1,3,4,12,-4,-1,0.2,-2,6,4
COc1ccc(-c2cc3c(=O)n(CC(=O)NCCCc4ccccc4)ncn3n2)cc1,5,-1,-6,-1,6,0.2,1,4,2

# Other records.
SMILES,GSTO1 counter,TPT1 inh,Fam108B counter,GLD-1 TGE inh,PME-1 inh,MEX-5 binding,PAD4 FP inh,MCL1 BIM primary,BCLXL inh
Cc1ccc(C)c(NC(=O)NCc2ccccn2)c1,-7,0,-2,2,0,-1.4,-2,3,2
Cc1ccc2nc3c(cc2c1)c(NC(=O)c1ccco1)nn3CC(C)C,2,-1,-5,5,3,2.2,-2,2,2
O=C(c1ccco1)N1CCN(C(=O)c2cc3ccccc3oc2=O)CC1,-4,18,-3,-4,11,-2.9,-1,-5,-1
CCCCN(C)C(=O)c1sc2ncn(CC)c(=O)c2c1C,3,-2,0,4,-3,1.9,0,9,1
CCN(CC(=O)Nc1ccc(NC(C)=O)cc1)C(=O)C1(c2ccccc2)CC1,nt,nt,nt,1,0,nt,1,2,9
O=C(Cn1nc2n(c1=O)-c1ccccc1SC2)N/N=C/c1ccncc1,-1,-1,1,0,-3,1.2,0,-2,-3
COCCNC(=S)N1CCN(c2nc(-c3ccccc3)cs2)CC1,8,0,7,4,-1,-4.0,-1,12,6
Cc1ccc(-n2nnnc2-c2cnc(-c3cccnc3)nc2C(F)(F)F)cc1,-19,1,3,-4,8,1.7,3,4,3
COC(=O)c1cc(S(=O)(=O)NCC2CCN(Cc3cc(C)ccc3C)CC2)cn1C,4,-1,-1,-1,-11,-0.7,-5,3,3
N#CCSc1nccc(-c2cc(Cl)sc2Cl)n1,2,-2,5,0,-5,1.7,-4,-4,-2
Cc1ccc(C)c(NC(=O)CSc2ccc(-c3ccco3)nn2)c1,10,1,3,2,6,1.1,3,6,5
COc1ccc(OC)c(CCNC(=O)c2ccc(NC3=NC4CS(=O)(=O)CC4S3)cc2)c1 (configuration not stated),5,2,-4,-3,2,-2.1,-3,6,3
CC(C)CCN(C(=O)CNC(=O)c1cccs1)C(C(=O)NC1CCCC1)c1ccncc1 (configuration not stated),10,3,-1,4,-2,-1.2,-2,0,3
COc1cccc(NC(=O)CSCc2cc(=O)n3ccsc3n2)c1,7,-4,-1,2,-3,-0.1,4,-1,5
Cc1noc(C)c1C(=O)N1CCC(Cc2ccccc2)CC1,-4,3,2,8,1,1.1,3,-8,-4
CC(=O)Nc1ccccc1C(=O)C(=O)O,-6,-2,-5,7,1,-2.5,-1,-4,-3
COC(=O)c1ccc(S(=O)(=O)NCCc2ccccc2OC)n1C,-7,2,-2,7,-3,-4.0,1,4,1
O=C(Nc1ccc(S(=O)(=O)N2CCCCC2)cc1)C1CC(=O)N(c2ccc(F)cc2)C1 (configuration not stated),4,-1,-1,4,2,1.1,-1,6,0
Cc1nc(N2CCN(c3ccccc3)CC2)nc2c1C(=O)CC(c1ccccc1)C2 (configuration not stated),15,1,-1,0,-8,0.7,1,6,7
Cc1cc(SCC(=O)N/N=C/c2ccc(O)cc2O)c(C)cc1Br,-6,-1,5,12,17,-1.3,-2,11,4
C[n+]1cn(/N=C/c2ccccc2)c2ccccc21,7,-3,3,8,5,1.0,3,-10,-5
CCCS(=O)(=O)Nc1ccc(-c2cn3c(n2)SCC3)cc1,-1,2,-2,7,2,2.1,-3,-2,-1
CCOC(=O)N1CCN(C(=O)c2c[nH]c3ccc(S(=O)(=O)N(C)c4ccc(F)cc4)cc3c2=O)CC1,3,0,4,-2,5,1.0,-1,7,9
OCC1(Cc2ccccc2)CCCN(C2CCCC2)C1 (configuration not stated),5,11,5,-7,-6,-1.3,-1,6,3
O=c1cc(O)c2c(=O)n(-c3ccccc3)c3ccccc3c2o1,32,15,0,-16,2,-6.9,0,-18,-9
CCCCCOc1ccc(NC(=O)CCCC(=O)O)cc1,2,-7,-2,9,3,-1.3,1,0,2
CC(C)CN(C(=O)CN1CCN(c2ccc(F)cc2)CC1)c1c(N)n(CC(C)C)c(=O)[nH]c1=O,-2,0,5,2,0,1.4,2,2,0

# This is a subset. The share of hits here may be higher or lower than overall.
